High-throughput results from PubChem BioAssay.
eIF4E 4G PPI: blocks eIF4E binding to eIF4G | actives 0.37% (n = 220,000) | P63073+Q04637 | TR-FRET eIF4E-eIF4GI(517-606) binding, 2 h | inhibition, % at 21.7 µM;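 further: 0% = full FRET control wells and 100% = background wells lacking eIF4GI fragment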
EBV gp42 block: blocks Epstein-Barr virus glycoprotein 42 binding; actives 0.42% (n = 220,000); inhibition, % (tested at 21.74 µM); Q1HVG2; Fluorescence polarization binding assay, mP read-out; in the data active means inhibition above about 50%
Target sequence (Q1HVG2 whole entry, looked up): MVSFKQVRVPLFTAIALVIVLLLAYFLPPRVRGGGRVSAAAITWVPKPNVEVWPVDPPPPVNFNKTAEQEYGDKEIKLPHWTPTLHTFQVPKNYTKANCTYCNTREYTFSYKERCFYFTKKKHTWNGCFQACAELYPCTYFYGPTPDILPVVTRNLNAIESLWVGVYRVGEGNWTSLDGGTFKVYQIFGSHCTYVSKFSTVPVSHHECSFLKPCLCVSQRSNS
p47phox inh: inhibitors of human p47phox binding; P14598; p47phox/p22phox peptide binding, fluorescence polarization, 2 h; inhibition, % at 24.7 µM; actives 0.53% (n = 220,000);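 further: 0% = p47phox with labelled peptide and 100% = labelled peptide alone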
Cl transport mod: modulators of human KCC2 chloride dependent transport; KCC2 cells, thallium flux FluoZin-2 fluorescence; actives 2.2% (n = 190,000); B-score of Tl+ flux slope (higher = more flux/activation; lower = inhibition) at 10 µM;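 active means thallium flux slope and its plate-corrected score both differing from the plate sample mean at a set confidence after two filtering rounds, in either direction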;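 further: slope of fluorescence scaled to starting intensity during 10 to 20 s after thallium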
14-3-3 Bad PPI: disrupts binding of bovine 14-3-3 zeta to phospho-Bad peptide | TR-FRET 14-3-3zeta/Dy647-pBad peptide displacement, 1 h | P63103 | inhibition, % at 21.7 µM | actives 0.71% (n = 220,000);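 active means inhibition above about 70%, limit read from the data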;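 further: 0% = full 14-3-3 plus peptide FRET controls and 100% = background without 14-3-3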
Target sequence (P63103 whole entry, looked up): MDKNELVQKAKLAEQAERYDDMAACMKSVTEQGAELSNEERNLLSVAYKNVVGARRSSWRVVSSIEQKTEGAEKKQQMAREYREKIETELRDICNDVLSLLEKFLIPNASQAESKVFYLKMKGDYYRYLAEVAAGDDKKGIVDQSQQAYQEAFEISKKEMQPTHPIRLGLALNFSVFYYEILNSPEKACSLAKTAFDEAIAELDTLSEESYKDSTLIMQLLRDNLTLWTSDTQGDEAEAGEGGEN
Thrombin inh: inhibitors of human thrombin. P00734. alpha-thrombin, Boc-VPR-AMC fluorogenic substrate cleavage. inhibition, % at 5 µM. actives 0.26% (n = 220,000);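 active means inhibition at or above 40%; inactive means inhibition below 40%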;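 further: 0% = enzyme with no compound and 100% = wells without enzyme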
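Material: human alpha-thrombin enzyme / Medium: pH 7.5 Tris (50 mM) with NaCl 150 mM, Tween 20 0.05% / Compound: single-point dosing at 5 µM, 0.2% DMSO / Incubation: enzyme reaction carried out at room temperature / Detection: AMC fluorescence, 355/460 nm / Read-out basis: percent inhibition scaled between no-compound controls and no-enzyme blanks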
Rad51 HR inh: Rad51 (human) homologous recombination inhibition; inhibition, % at 10 µM; hRad51 DNA strand exchange, fluorescence dequenching; actives 0.085% (n = 200,000); Q06609;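 active means inhibition above 40% at the single screening dose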;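 further: 0% = DMSO control wells and 100% = blanks with heterologous ssDNA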
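Material: hRad51 filaments on single-stranded DNA; Reagent: Donor/quencher-labelled 47-bp dsDNA substrate; Compound: 10 µM final, single point; Schedule: 37 °C 15-min filament assembly, 30-min compound preincubation, 15-min exchange; Technique: FRET fluorescence, excitation 485 nm, emission 520 nm; Benchmarks: control wells and blank wells on each plate.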
KLK5 inh: inhibitors of human kallikrein 5; actives 0.59% (n = 210,000); recombinant hK5, fluorogenic AMC substrate cleavage; Q9Y337; inhibition, % at 5 µM;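 active means inhibition of 40% or more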;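 further: 0% = enzyme controls without compound and 100% = no-enzyme blanks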
Furin inh: human furin inhibition | purified furin, fluorogenic substrate cleavage | inhibition, % at 30 µM | actives 0.061% (n = 220,000) | AID 463115; in the data active means inhibition above about 25%; further: inactives centre near -15
Target sequence (P09958 108-714 limits assumed): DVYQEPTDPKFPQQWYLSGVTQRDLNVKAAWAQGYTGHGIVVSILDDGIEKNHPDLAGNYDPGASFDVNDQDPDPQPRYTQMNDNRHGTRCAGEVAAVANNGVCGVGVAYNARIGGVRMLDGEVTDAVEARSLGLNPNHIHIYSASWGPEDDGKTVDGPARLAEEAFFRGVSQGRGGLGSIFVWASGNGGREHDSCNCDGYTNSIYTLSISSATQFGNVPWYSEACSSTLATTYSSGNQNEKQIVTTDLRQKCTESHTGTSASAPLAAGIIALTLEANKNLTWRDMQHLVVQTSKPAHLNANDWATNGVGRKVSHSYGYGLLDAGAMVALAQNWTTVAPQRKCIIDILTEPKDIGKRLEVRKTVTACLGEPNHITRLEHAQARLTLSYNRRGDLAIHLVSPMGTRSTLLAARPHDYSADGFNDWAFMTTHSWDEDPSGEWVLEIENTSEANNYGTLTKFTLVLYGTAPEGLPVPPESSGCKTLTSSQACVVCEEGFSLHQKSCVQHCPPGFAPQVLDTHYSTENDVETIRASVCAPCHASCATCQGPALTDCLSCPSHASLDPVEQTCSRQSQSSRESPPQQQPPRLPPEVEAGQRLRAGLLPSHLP
* marks the source's active call; other numbers are inactive results; nt = not tested or not shown; [ ] = another dose, or the depositor's remark.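 How the source made its calls, unless noted: active means inhibition above about 30% (limit read from the data); inactive means the rest.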

SMILES	eIF4E 4G PPI	EBV gp42 block	p47phox inh	Cl transport mod	14-3-3 Bad PPI	Thrombin inh	Rad51 HR inh	KLK5 inh	Furin inh
Cc1ccc(S(=O)(=O)N2CCCC(C(=O)NCCc3ccc4c(c3)OCO4)C2)cc1 (stereo unspecified)	-0.6	-4.2	-2.2	-0.641	-1.7	0.4	-2.5	0.3	-29.4
S=c1[nH]nc(-c2cc(-c3ccccn3)nc3ccccc23)o1	-16.7	2.6	-16.6	-0.533	-10.2	-0.4	2.2	-0.7	-23.3
C/C=C\C=C/C(=O)Nc1cccc(C2=NOC3(C2)C[C@@H](C(N)=O)N(C(=O)[C@H]2CCC(=O)N2)C3)c1 (stereo partly specified)	-6.8	-13.0	-1.5	0.477	-2.0	2.5	6.5	5.8	-27.9
Cc1ccccc1Oc1ncnc2oc(-c3ccccc3)cc12	-13.7	-13.5	-28.9	nt	-0.4	33.8	-7.7	59.2*	-4.2[20 µM]
O=P(Cc1nnco1)(c1ccccc1)c1ccccc1	13.3[fluorescence artefact?]	-2.4	-6.7	0.429	-1.9	3.5	-3.3	-12.5	-22.6
O=C1/C(=C/c2cccnc2)SC(=S)N1CCc1ccccc1	1.2	-5.5	-4.0	-0.594	0.4	-2.9	0.2	-1.6	-18.0
CCOCCCNC(=O)c1c(C)c(C(=O)OCC)n(C)c1C	-7.7	-6.3	0.3	0.123	-13.3	-8.9	-0.1	-3.0	-19.5
COCCn1c(N)c(N(Cc2ccccc2)C(=O)c2ccc(C#N)cc2)c(=O)[nH]c1=O	1.3	-0.6	-7.4	1.63	-6.5	-0.4	-10.1	-7.8	-29.1
Cc1ccc(N2C(=O)CC(Nc3ccc(Cl)c(S(=O)(=O)N(C)C)c3)C2=O)c(C)c1 (stereo unspecified)	3.0	4.9	-2.0	0.841	-5.9	1.5	8.3	5.3	-21.7
CCc1ccc(NS(=O)(=O)c2ccc3[nH]cc(C(=O)NCC4CCCO4)c(=O)c3c2)cc1 (stereo unspecified)	3.3	-0.9	-16.7	0.67	43.1	0.1	nt	0.5	-28.6
COc1cc(/C=C(/C#N)c2nc3ccccc3[nH]2)ccc1OCC(=O)Nc1ccccc1C(C)C	6.2[fluorescence artefact?]	-3.7	6.8	0.162	19.9[fluorescence artefact?]	-1.0	-8.8	7.6	-0.8
COC(=O)C1=C(C)NC(=O)/C1=C\c1cc(C)n(-c2ccccc2)c1C	-1.1	8.1	-10.9	0.279	-11.6	-11.0	-10.2	-4.1	-1.7
Cc1c(NN=C(C#N)C#N)c(=O)n(-c2ccccc2)n1C	0.1	-27.2	-3.6	0.933	-12.9	0.3	11.2	4.1	-21.6
C/C(=N\NC(=O)c1cc([N+](=O)[O-])cc([N+](=O)[O-])c1)c1ccco1	-4.1	-6.1	-4.2	38.3*	-9.9	1.5	9.5	-15.6	-26.2
CC(=O)C(C)Oc1ncn(-c2ccccc2)n1 (stereo unspecified)	7.6	-8.7	-2.4	0.963	0.7	28.6	6.7	-13.2	-13.9[20 µM]

The list goes on; the last 2 above are carried over.
SMILES	eIF4E 4G PPI	EBV gp42 block	p47phox inh	Cl transport mod	14-3-3 Bad PPI	Thrombin inh	Rad51 HR inh	KLK5 inh	Furin inh
C/C(=N\NC(=O)c1cc([N+](=O)[O-])cc([N+](=O)[O-])c1)c1ccco1	-4.1	-6.1	-4.2	38.3*	-9.9	1.5	9.5	-15.6	-26.2
CC(=O)C(C)Oc1ncn(-c2ccccc2)n1 (stereo unspecified)	7.6	-8.7	-2.4	0.963	0.7	28.6	6.7	-13.2	-13.9[20 µM]
O=C(c1ccoc1)N1CCC2(CC1)Oc1ccc(Cl)cc1C(=O)C21CC(c2cccnc2)=NO1 (stereo unspecified)	0.1	-18.6	-18.0	-0.658	-5.9	-0.3	-8.2	3.0	-22.1
COc1ccc(C2Nc3ccccc3C(=O)N2NS(=O)(=O)c2ccccc2)cc1 (stereo unspecified)	2.0	4.7	-8.8	0.243	-4.5	-10.4	nt	nt	-25.3
CCN(CC(=O)NC1CCS(=O)(=O)C1)C(=O)COc1ccccc1-c1ccccc1 (stereo unspecified)	1.0[fluorescence artefact?]	-24.3	-15.4	-0.811	-12.9	-0.2	1.2	4.4	-32.6
Cc1ccc(/C=N/NC(=O)C[n+]2ccccc2)o1	1.9	-17.0	-5.5	0.835	-8.2	-6.6	-4.3	-1.6	-23.8
c1coc(Cn2c(-c3ccco3)nc3ccccc32)c1	4.8	-4.5	-4.2	-1.84	8.3	-6.0	-1.5	23.0	-10.5
C=CCn1c(SCc2ccccc2Cl)nnc1-c1sc2nc(C)cc(C)c2c1N	-1.4	-7.0	-12.2	-0.558	-2.0	-5.6	2.4	-14.6	-25.7
C=C(C)CNC(=S)N/N=C/c1ccco1	-8.7	-6.4	-8.7	2.73	1.4	-3.0	-58.7	0.2	-18.8
CN(C)/C=C1/C=C(C=O)OC1=O	0.5	5.5	-3.6	2.46	2.1	-2.5	-18.2	-0.3	3.6
O=C1CC(N(C(=O)c2ccco2)c2ccc(F)cc2)C(=O)N1c1ccc(F)cc1 (stereo unspecified)	4.6	-0.6	-4.3	nt	7.5	-3.5	-2.5	-11.0	-5.6[20 µM]
Cc1c(CNC(=O)C2CC2)c(-n2cccc2)n(Cc2ccccc2)c1C	0.8	-13.9	2.4	-0.0916	-12.4	-0.2	-14.2	21.4	-15.8
COc1ccc(C(=O)CSc2nnnn2Cc2ccccc2)cc1	1.1	-17.0	-8.6	-6.37*	6.9	1.8	1.4	2.6	-18.7
Cc1cc(C)c(S(=O)(=O)n2nc(C)c(Br)c2C)c(C)c1	9.4	-3.4	-9.8	0.173	-2.3	-1.4	nt	-11.4	-23.9
CCOC(=O)Cn1c2c(c(-c3ccccc3OC)cc1=O)CCCC2	4.9	-14.9	-12.9	-1.87	-13.2	-1.7	1.8	3.5	-13.7
CCOC(=O)C1CCN(C(=O)CN(c2ccc(OC)cc2)S(=O)(=O)c2c(C)noc2C)CC1	-0.4[fluorescence artefact?]	-6.0	5.7	nt	4.5[fluorescence artefact?]	-1.0	8.4	-1.4	-12.5
COc1ccc(NCC(=O)n2c(C)c(C)c3ccccc32)cc1OC	3.8	-9.9	4.6	0.98	-4.6	-5.8	3.6	-8.1	-14.9

Four compounds already listed, arranged by their value in eIF4E 4G PPI, ascending:
| structure | eIF4E 4G PPI | EBV gp42 block | p47phox inh | Cl transport mod | 14-3-3 Bad PPI | Thrombin inh | Rad51 HR inh | KLK5 inh | Furin inh |
| --- | --- | --- | --- | --- | --- | --- | --- | --- | --- |
| COc1ccc(C2Nc3ccccc3C(=O)N2NS(=O)(=O)c2ccccc2)cc1 (stereo unspecified) | 2.0 | 4.7 | -8.8 | 0.243 | -4.5 | -10.4 | nt | nt | -25.3 |
| COc1ccc(NCC(=O)n2c(C)c(C)c3ccccc32)cc1OC | 3.8 | -9.9 | 4.6 | 0.98 | -4.6 | -5.8 | 3.6 | -8.1 | -14.9 |
| O=C1CC(N(C(=O)c2ccco2)c2ccc(F)cc2)C(=O)N1c1ccc(F)cc1 (stereo unspecified) | 4.6 | -0.6 | -4.3 | nt | 7.5 | -3.5 | -2.5 | -11.0 | -5.6[20 µM] |
| CCOC(=O)Cn1c2c(c(-c3ccccc3OC)cc1=O)CCCC2 | 4.9 | -14.9 | -12.9 | -1.87 | -13.2 | -1.7 | 1.8 | 3.5 | -13.7 |

New compounds follow
SMILES	eIF4E 4G PPI	EBV gp42 block	p47phox inh	Cl transport mod	14-3-3 Bad PPI	Thrombin inh	Rad51 HR inh	KLK5 inh	Furin inh
COC(=O)Cn1nc(C)c2ccccc2c1=O	3.6[fluorescence artefact?]	-11.2	9.3	0.0917	4.3	-4.3	-1.7	-5.7	-17.7[20 µM]
CN1CCN(C(=O)CN(c2cccc(Br)c2)S(=O)(=O)c2ccccc2)CC1	4.8	2.9	4.7	-1.3	3.0	-2.5	nt	14.8	-8.6
Cc1ccc(S(=O)(=O)N(c2ccc(Br)cc2)C2C=CS(=O)(=O)C2)cc1 (stereo unspecified)	-1.8	8.4	6.8	0.612	6.6	-0.7	-13.0	5.0	-18.5
O=C(Nc1ccc(F)c(Cl)c1)c1ccc2c(=O)n3c(nc2c1)CCCCC3	4.0[fluorescence artefact?]	-5.7	-9.0	nt	14.8	-3.4	-5.0	-2.4	-2.2
N#Cc1c(NCCN)nc(-c2ccco2)c2c1CCCC2	-25.8	-10.4	5.7	-1.74	-3.3	-12.3	3.4	-76.0	-2.6[20 µM]
CC1(C)COC(c2cccn2Cc2ccccc2Cl)=N1	4.1	-7.8	-15.5	-0.523	10.7	-16.1	-6.1	-3.8	-16.3[20 µM]
Cc1ccc(Cn2nc(C)cc2C(=O)Nc2ccc(Cl)cc2)cc1	-0.2	-0.8	-11.2	-0.305	-0.6	-5.3	-1.7	5.3	-25.7
CCCCCc1nc2c(=O)n(C)c3ccccc3c2o1	3.3	-16.6	-12.4	-1.03	10.5	4.1	-2.2	-13.3	-11.4
Cc1nc2ccc(-c3nc4ccc(N)cc4[nH]3)cc2[nH]1	24.6	-102.2	-203.8	-0.462	34.4	-17.2	2.4	-6.5	-13.9
O=c1cc(-c2ccc(O)cc2)oc2c([C@@H]3O[C@H](CO)[C@@H](O)[C@H](O)[C@H]3O)c(O)c([C@@H]3O[C@H](CO)[C@@H](O)[C@H](O)[C@H]3O)c(O)c12	1.6	-11.7	-0.8	0.526	-1.8[fluorescence artefact?]	0.7	0.3	15.0	0.8
CCC(C)N(C)Cc1cccc(C2(O)CCN(S(=O)(=O)c3ccc(F)cc3)CC2)c1 (stereo unspecified)	1.4	-12.1	4.9	nt	-3.8	1.7	-2.9	5.2	-20.1
Cn1c(=O)oc2cc(C(=O)c3ccccc3)ccc21	-3.3	-16.8	-1.1	0.16	8.3[fluorescence artefact?]	1.6	-9.7	-29.1	-13.6[20 µM]
O=C(CCCl)N(Cc1nc2ccccc2c(=O)[nH]1)Cc1cccs1	3.3	-28.0	4.8	-0.13	-0.5	-10.1	3.0	-1.5	-28.3
CCCCC(=O)OCC(=O)Nc1cccc(S(=O)(=O)NC2=NCCCCC2)c1	-0.2	-8.3	7.0	0.248	-1.6	-1.3	9.3	4.7	-7.0
CCOC(=O)c1c(C)[nH]c(C(=O)/C(C#N)=C/c2ccc(OCC)cc2)c1C	6.7	-19.4	-13.8	-0.217	5.8	-17.3	-15.7	-4.6	-0.7
O=c1c2c(n3nnnc3n1-c1ccccc1)-c1ccccc1CC21CCCC1	-6.2	-11.7	-8.2	0.809	28.6[fluorescence artefact?]	-1.2	6.5	-0.6	-19.3
CC(Oc1ccc(Cl)cc1Cl)C(=O)NCCCCc1ccccc1 (stereo unspecified)	3.2	-13.6	-0.5	-2.15	9.2[fluorescence artefact?]	-7.1	1.8	12.5	-7.2
O=C1CC(=C(c2ccccc2)c2ccccc2)C(=O)N1CCN1CCN(c2cccc(Cl)c2)CC1	4.2	-12.7	-20.6	-0.159	22.6	0.8	1.4	-1.4	-16.2[20 µM]
Cc1onc(-c2c(F)cccc2Cl)c1C(=O)N1CCN(c2ncccn2)CC1	3.2	0.8	-4.1	-0.215	-7.0	-6.0	-16.5	-2.9	-19.8
CN=C1c2cc3c(Br)c(OC)ccc3n2CCN1C	11.8	-28.1	1.6	0.165	-4.7	1.4	nt	0.8	-9.9[20 µM]
Cc1ccc2c(c1)N(CC(=O)OC(CC(C)C)C(=O)NC1CCCC1)C(=O)CO2 (stereo unspecified)	-3.0	-5.8	-2.5	-0.0641	-18.3	-6.3	-0.4	-12.1	-7.3
O=C(O)c1cccc(NC(=O)C2CCCO2)c1 (stereo unspecified)	2.3[fluorescence artefact?]	-11.1	3.9	-0.132	-4.1[fluorescence artefact?]	-4.5	-0.2	1.2	-10.9[20 µM]

No enrichment for hits; about 4.7% have a hit in one of these screens.
